# Assay outcomes (PubChem)
# p53 reactivation – re-activators of mutant p53. H1299 p53-A138V BP100-luciferase reporter, luminescence, 24 h. AID 504706. 320,000 compounds, 0.063% hits. Potency, µM (top dose mostly 92.2 µM), for the others: at the top dose activity change, positive = activation, most hits filed as activators; further: potency means the concentration at half of the fitted maximal effect; % of control where 0% means no effect; nearly all actives have a fitted effect of over 45% in size
#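 p53-null H1299 cells stably carrying temperature-sensitive p53-A138V and a BP100-luciferase reporter were pinned with compounds (4-point, 1:5 series) and held 24 hrs at 37 deg C. Luminescence was read 10 min after detection reagent.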
# ELG1 DNA repair – ELG1-dependent DNA repair inhibition; HEK293T ELG1-luciferase reporter, luminescence, 16 h; DNA damage induced by 5-fluorouridine; Potency, µM (highest dose often 46.1 µM), inactives show at the highest dose activity change, negative = inhibition, usual class: inhibitors; 330,000 compounds, 2.3% hits; further: potency means the concentration at half of the fitted maximal effect; on the % scale 0 is the no-effect control and ±100 the full control effect; nearly all actives have a fitted effect of over 55% in size
#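 Overnight (16 hr) co-exposure of 2,000 cells/well to 5-fluorouridine and compound at 37 °C preceded detection. Luciferase was quantified via ONE-Glo luminescence; loss of signal denotes inhibition.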
# BRCA1 expr act – increases BRCA1 expression. AID 624202. Potency, µM (titrated, usually from 46.1 µM), without a hit: at the highest dose activation, most hits filed as activators. 380,000 compounds, 1.1% hits. MCF7-BRCA1-FFLuc reporter, luminescence, 48 h; response scale: scaled: vehicle 0%, 10 µM genistein 100%; further: potency means the concentration at half of the fitted maximal effect; nearly all actives have a fitted effect of over 80% in size; some results filed as inactive show a strong effect at the top dose
#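 MCF7 cells carrying a BRCA1-firefly luciferase reporter (2000 cells/well, phenol-red free MEM) were attached for 2 h at 37 °C, then given compounds for 48 h. Luminescence was read 15 min after luciferase reagent; activity normalized to genistein (10 microM) and DMSO.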
# Integrin act MD – integrin-mediated muscular dystrophy alleviation activation | alpha7betagal myoblasts, beta-gal FDG fluorescence, 48 h | Potency, µM (titrated, usually from 38.3 µM), for the others: at the highest dose activation, most hits filed as activators | 350,000 compounds, 0.064% hits | AID 624291;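 further: potency means the concentration at half of the fitted maximal effect; 100% = response of the positive control SU9516; nearly all actives have a fitted effect of over 60% in size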
#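 alpha7betagal+/- myoblasts (passage 13, 250/well) treated 48 h at 37C with compounds at 1:260 dilution of DMSO stock. Lysed, then beta-galactosidase activity read as FDG fluorescence (ex 480/em 540) after 30 min, with pre-read for autofluorescence.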
# TSG101-PTAP inh – blocks PTAP/TSG101 interaction to inhibit HIV-1 budding; Q99816; AID 493005; Fluorescence polarization, FITC-PTAP peptide / Tsg101 binding; Potency, µM (titrated, usually from 115 µM), for inactives: at the highest dose activity change, negative = inhibition, most hits filed as inhibitors; 340,000 tested, under 10 active; active means well fitted inhibition curve with a large enough effect in the main read-out, with a control signal flat, not every such curve was filed as active; inconclusive means small, poorly fitted or top-dose-only effect, or effect the other way, or a change in a side signal; inactive means no such curve, though single readings can be large or run the other way; further: potency means the concentration at half of the fitted maximal effect; % of control where 0% means no effect
# Target sequence (Q99816 whole entry, looked up): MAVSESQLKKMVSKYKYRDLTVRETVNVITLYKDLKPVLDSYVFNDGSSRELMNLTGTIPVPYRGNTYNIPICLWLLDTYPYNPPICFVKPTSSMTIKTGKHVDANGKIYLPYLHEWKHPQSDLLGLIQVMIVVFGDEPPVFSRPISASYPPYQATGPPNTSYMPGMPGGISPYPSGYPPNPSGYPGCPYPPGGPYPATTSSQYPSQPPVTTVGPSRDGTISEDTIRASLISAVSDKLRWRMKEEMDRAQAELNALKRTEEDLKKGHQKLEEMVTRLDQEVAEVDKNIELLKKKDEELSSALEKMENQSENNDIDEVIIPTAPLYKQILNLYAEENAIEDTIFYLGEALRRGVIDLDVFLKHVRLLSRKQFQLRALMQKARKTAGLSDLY
#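 Compounds were pin-transferred onto Tsg101 binding domain (10 uM final) in HEPES pH 7.5 buffer, then FITC-PTAP peptide was added at 50 nM final. After 20 min at RT, polarization reported peptide displacement across a qHTS concentration series.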
# MLL CXXC-DNA inh – blocks binding of human MLL CXXC domain to DNA; MLL-CXXC / FITC-HOXA9 DNA fluorescence polarization; Potency, µM (top dose mostly 115 µM), without a hit: at the top dose activity change, negative = inhibition, hits mostly inhibitors; 290,000 compounds, 0.037% hits; AID 2662; active means well fitted inhibition curve with a large enough effect in the polarisation, with a control signal flat, not every such curve was filed as active; inconclusive means small, poorly fitted or top-dose-only effect, or effect the other way, or a change in a side signal; inactive means no such curve, though single readings can be large or run the other way; the % refers to the polarisation; further: potency means the concentration at half of the fitted maximal effect
#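 Fluorescence polarization: 7 uM MLL-CXXC (stock) preincubated 5 min with compounds, then 50 nM fluorescein-HOX-A9 DNA (stock) added; 30 min ambient. Buffer 50 mM Tris-HCl pH 7.5, 50 mM NaCl, 1 mM DTT, 0.05% BSA.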
# A-T KAP1 phos – potential ataxia-telangiectasia treatment. […] A-T fibroblasts, KAP-1 phosphorylation AlphaLISA; neocarzinostatin DNA damage 30 min before lysis. Potency, µM (series often up to 57.5 µM), without a hit: at the top dose activation, hits mostly activators. 320,000 compounds, 0.19% hits. AID 485349; further: potency means the concentration at half of the fitted maximal effect; % of control where 0% means no effect; nearly all actives have a fitted effect of over 45% in size
#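 ATM-like activity read as KAP-1 phosphorylation via AlphaLISA donor/acceptor antibody pairs after lysis and 6 hr at 25C. Cells were ATM-null patient fibroblasts ([…], hTERT), dosed 60 min, then exposed to the DSB inducer NCS for 30 min.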
# TCR activator – activates T cell receptor signaling; primary human leukocytes, anti-CD3, IL-2 HTRF, 48 h; Potency, µM (top dose mostly 9.22 µM), inactives show at the highest dose activation of IL-2 secretion, most hits filed as activators; 330,000 tested, under 10 active; AID 504894; further: % of control where 0% means no effect
#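 TCR engagement came from a-CD3 beads alone, with compounds added to primary human leukocytes for 48 hr. Secreted IL-2 bridged europium cryptate- and d2-labelled anti-IL-2 antibodies, giving FRET emission at 665nm after 320nm excitation.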
# B2AR arrestin – beta2AR (human) beta-arrestin recruitment activity; AID 492947; 330,000 compounds, 0.02% hits; beta-arrestin recruitment to beta2AR, cell-based reporter; P07550; Potency, µM (doses to about 46.1 µM), for the others: at the top dose activation, hits mostly activators;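 further: potency means the concentration at half of the fitted maximal effect; 0% = DMSO controls and full agonism = EC100 isoproterenol or metaproterenol; nearly all actives have a fitted effect of over 65% in size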
# Target sequence (P07550 whole entry, looked up): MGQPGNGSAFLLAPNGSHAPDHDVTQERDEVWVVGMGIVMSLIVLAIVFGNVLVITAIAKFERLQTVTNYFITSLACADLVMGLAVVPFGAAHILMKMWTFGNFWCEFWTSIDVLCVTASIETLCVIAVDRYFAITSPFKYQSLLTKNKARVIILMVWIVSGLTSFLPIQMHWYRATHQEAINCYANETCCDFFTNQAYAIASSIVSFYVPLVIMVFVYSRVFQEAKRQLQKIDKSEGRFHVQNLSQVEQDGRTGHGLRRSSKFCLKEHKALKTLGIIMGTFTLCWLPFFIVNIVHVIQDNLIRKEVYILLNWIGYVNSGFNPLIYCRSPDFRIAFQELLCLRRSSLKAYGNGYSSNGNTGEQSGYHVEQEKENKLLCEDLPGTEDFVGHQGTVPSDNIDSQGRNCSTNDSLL
# TRPV1 agonist – activates the human vanilloid receptor TRPV1; Q8NER1; TRPV1-expressing cells, Fluo-8 calcium influx, agonist mode; activation, % at 8.33 µM; 320,000 compounds, 0.19% hits; in the data active means activation above about 80%; inconclusive means between about 30% and that limit; further: 0% is about no effect
#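 Fluo-8 calcium influx in TRPV1-expressing cells, kinetic read (ex 480/em 520 nm). Compound added and read 3 min for agonist activity, followed by capsaicin at EC20 final and 2 min further read for enhancement.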
# Starred values were filed as active, the others as inactive; ? = inconclusive; / = no result given; [ ] = another dose, or the depositor's remark. Unless noted, the call rests on the fitted dose curve; in most records, active means well fitted curve in the direction sought with a large enough effect; inconclusive means small, poorly fitted or top-dose-only effect, or another doubt; inactive means no such curve, though single readings can be large; an effect the other way counts as inactive or inconclusive.
# Sequence of screens – p53 reactivation | ELG1 DNA repair | BRCA1 expr act | Integrin act MD | TSG101-PTAP inh | MLL CXXC-DNA inh | A-T KAP1 phos | TCR activator | B2AR arrestin | TRPV1 agonist
COc1ccc(NC(C)=O)cc1NC(=O)C1CCCN1C(=O)c1cccs1 (stereo not given)
→ -6% | 12% | -9% | 2% | -1% | / | 3% | 2% | -0.6% | 0
Cc1cccn2c(=O)nc(SCC(=O)N3CCN(c4ccccc4)CC3)nc12
→ -6% | -1% | -4% | 25% | 6% | / | 3% | 2% | 0.1% | -1
O=S(=O)(c1ccc(SCc2ccc(Cl)cc2)nc1)N1CCCC1
→ -1% | -18% | -30% | -1% | 0% | / | 4% | 0% | -0.1% | 4
COc1ccc(CN(C(=O)c2snc(C(N)=O)c2N)C(C(=O)NC2CCCC2)c2ccc(OC)cc2)cc1 (stereo not given)
→ -1% | -7% | -14% | 0% | -10% | -1% | 3% | 5% | -0.1% | 4
Cc1ccc(C(=O)CC(=O)c2ccccc2C)c(O)c1
→ ? | -11% | -29% | -10% | 6% | 14% | 11% | -6% | -1.0% | 4
CCOc1ccc(C(=O)CCC(=O)Nc2ccc(C)cn2)cc1
→ 8% | 17% | -12% | 17% | 4% | / | -8% | 0% | 3.0% | 6
COc1ccccc1CC(=O)Nc1cccc(S(=O)(=O)N2CCOCC2)c1
→ -3% | ? | 11% | 16% | -1% | 11% | 21% | 2% | -1.0% | 6
Cc1ccc(SCC(=O)Nc2cccc(C(=O)NC(C)(C)C)c2)cc1
→ 4% | 3% | 1% | 10% | -11% | 3% | -6% | 3% | -0.1% | 2
O=C(NCC1(O)CCCCC1)C1CCC(=O)N(Cc2cccc(C(F)(F)F)c2)C1 (stereo not given)
→ 2% | -3% | -21% | -17% | -2% | -2% | 4% | 9% | -0.6% | 2
CCOC(=O)c1c(C)[nH]c(C(=O)OCC(=O)Nc2sc(C(=O)N(C)C)c(C)c2C(=O)OCC)c1C
→ 0% | 12µM* | -81% | -35% | 1% | / | 18% | -8% | 0.0% | -1
COc1cc(C(=O)NCC(=O)N/N=C/c2cccnc2)cc(OC)c1OC
→ -3% | 2% | -20% | -8% | -4% | 6% | 2% | -1% | 0.7% | 0
Cn1nccc1C(=O)Nc1ccc2c(c1)OCO2
→ 20% | ? | 13µM* | 19% | -5% | 6% | 0% | -4% | -0.2% | 4
Cn1c(-c2sccc2OCc2cccc(C(F)(F)F)c2)n[nH]c1=S
→ -5% | 23µM* | -25% | 7% | -5% | -1% | 2% | 0% | -0.2% | 12
Nc1ncnc2c1ncn2[C@@H]1O[C@H](CNCc2ccccc2)[C@@H](O)[C@H]1O
→ 10% | 15% | -13% | 14% | -4% | / | 3% | 5% | -0.9% | /
O=C(Nc1ccc(F)cc1)c1c(Cl)nc2ccccn12
→ 15% | ? | 3% | -2% | -11% | -7% | 1% | -9% | 0.1% | 7
CC(C)OCCCN1C=C2C(=O)C(C)(OC(=O)CCc3ccccc3)C(=O)C=C2C=C1c1ccc(C#N)cc1 (stereo not given)
→ -1% | -3% | 0% | -14% | -6% | 0% | 16% | -8% | -0.4% | 1
C#CCn1c(=NC(=O)CN2C(=O)CCC2=O)sc2cccc(OC)c21
→ 0% | 0% | -3% | -9% | -7% | 0% | -4% | -3% | 0.0% | -1
CCN1C2=NCCCN2c2ccccc21
→ -10% | -3% | -24% | 9% | 0% | 2% | 0% | -1% | -0.6% | 3
CC(=O)Nc1nc2ccc(C(=O)NCCOC(=O)C3CCCCC3)cc2s1
→ 2% | ? | 1% | 28% | -11% | 2% | -2% | -13% | 0.2% | 6
Cc1ccc2c(c1)N(CC(=O)N(Cc1ccccn1)Cc1ccco1)C(=O)C(C(C)C)O2 (stereo not given)
→ -4% | ? | -36% | -22% | -13% | 7% | -1% | 4%[46.1 µM] | 4.4% | 28
CC(C(=O)NC1C=CS(=O)(=O)C1)N1C(=O)/C(=C/c2ccc(Cl)cc2)SC1=S (stereo not given)
→ ? | ? | -25% | -8% | -2% | 1% | -4% | 0% | 0.4% | 1
COc1ccc(CNC(=O)COC(=O)CCOc2ccc(C)cc2)cc1OC
→ -5% | 20% | 7% | -2% | 1% | / | -1% | 0% | -0.2% | ?
CC(=O)c1cccc(NC(=O)Cc2coc3cc4c(cc23)CCC4)c1
→ -9% | -28% | -21% | -15% | -2% | -5% | -1% | -1%[46.1 µM] | 0.0% | ?
CC(C)(CNC(=O)c1ccc(S(=O)(=O)Nc2cccc(C(F)(F)F)c2)cc1)N1CCOCC1
→ -12% | -1% | -3% | 10% | -3% | / | 2% | -2% | 0.0% | 1
Cc1cc2c3nonc3ccc2n1-c1ccccc1
→ -3% | 7% | 7% | 13% | -1% | -2% | 18% | / | -0.3% | 11
COC(=O)CSc1nnc2n(C3CCCCC3)c(=O)c3c4c(sc3n12)CCCC4
→ -3% | -3% | -9% | 9% | -9% | 3% | 5% | 7% | -1.1% | ?
O=C(NNc1ccccc1)C(CCO)C(=O)NNc1ccccc1
→ 0% | ? | -8% | -2% | 1% | 1% | 0% | 5% | -0.1% | 3
O=C(NCc1ccncc1)Nc1cc(Cl)ccc1Cl
→ -6% | -2% | -16% | -5% | -5% | -2% | 5% | 2% | -0.6% | ?
CCOC(=O)c1ccc2[nH]c3c(c2c1)CN(C)CC3
→ -8% | 20% | 37% | -46%[inhibitor] | -4% | -8% | -7% | 7% | -0.3% | 1
CCc1cc2c(COC(=O)c3cc(S(=O)(=O)N4CCOCC4)ccc3F)cc(=O)oc2cc1O
→ -12% | ? | -43% | -58%[inhibitor] | 0% | / | -32% | -6% | -0.6% | -7

# Next section:
Structure,p53 reactivation,ELG1 DNA repair,BRCA1 expr act,Integrin act MD,TSG101-PTAP inh,MLL CXXC-DNA inh,A-T KAP1 phos,TCR activator,B2AR arrestin,TRPV1 agonist
CCC(C)[C@@H](CN)NCC1(c2ccccc2)CC1 (stereo not given in full),-11%,-3%,8%,-14%,-1%,/,2%,-81%,1.1%,-1
CC(C)n1c(-c2ccccc2F)n[nH]c1=S,-1%,-8%,0%,6%,-1%,1%,-1%,3%,-0.3%,12
Cc1ccc2[nH]c(CNC(=O)C3CCCCC3)cc2c1,2%,18%,-51%,0%,0%,-2%,-2%,-6%,0.4%,?
Cc1ccc(C(=O)Nc2ccc(C(=O)N/N=C/c3ccc(C)o3)cc2)cc1,0%,?,29%,-21%,0%,0%,?,3%,-0.2%,?
Clc1ccc(C2[C@H]3CN(CC4CCCCC4)[C@H](c4ccccc4)C34CC2(c2cccnc2)C4)cn1 (stereo not given in full),2%,-5%,1%,5%,-6%,0%,13%,0%,0.1%,-2
CCOCCCNC(=S)NCCCNc1nc2c(C)c(C)ccc2cc1C#N,-4%,?,-38%,0%,-6%,0%,-1%,5%,-1.0%,0
CCOC(=O)CC1C(=O)NCCN1Cc1cccc(C(F)(F)F)c1 (stereo not given),-2%,9%,0%,-8%,3%,-5%,3%,-2%,-0.3%,6
COc1cc(CNCc2cccc3ccccc23)cc(OC)c1,-12%,1%,-16%,-2%,-1%,9%,-5%,/,-0.8%,-2
CCNS(=O)(=O)c1ccc(CCC(N)=O)cc1,?,6%,12%,0%,-8%,-6%,3%,-1%,0.5%,2
COc1ccc(C(=O)C2CCCN(Cc3ccc(C#CCCO)cc3)C2)c(OC)c1 (stereo not given),1%,?,12%,-30%,-1%,-1%,4%,0%,-0.9%,5
CSc1nc(Sc2cccc(Cl)c2)c2ccccc2n1,0%,-12%,-17%,-3%,-1%,1%,-2%,-6%,-0.5%,-1

# In the list so far, 2 have a cyano group.
Structure,p53 reactivation,ELG1 DNA repair,BRCA1 expr act,Integrin act MD,TSG101-PTAP inh,MLL CXXC-DNA inh,A-T KAP1 phos,TCR activator,B2AR arrestin,TRPV1 agonist
CC(C)OCCCN1C=C2C(=O)C(C)(OC(=O)CCc3ccccc3)C(=O)C=C2C=C1c1ccc(C#N)cc1 (stereo not given),-1%,-3%,0%,-14%,-6%,0%,16%,-8%,-0.4%,1
CCOCCCNC(=S)NCCCNc1nc2c(C)c(C)ccc2cc1C#N,-4%,?,-38%,0%,-6%,0%,-1%,5%,-1.0%,0
